Screening results (PubChem)
CHT block – inhibitors of human choline transporter CHT; 0.86% of 310,000 active; B-score at 10 µM; CHT-expressing cells, membrane potential dye, choline response; hits give low values;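 active = B-score over 3 SD under the library average, and starting fluorescence ratio not unusually high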;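 also: choline stimulus applied at its EC90 after an EC20 pre-addition; B-score computed on integrated fluorescence ratio after choline addition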
Target sequence (Q9GZV3 whole entry, looked up): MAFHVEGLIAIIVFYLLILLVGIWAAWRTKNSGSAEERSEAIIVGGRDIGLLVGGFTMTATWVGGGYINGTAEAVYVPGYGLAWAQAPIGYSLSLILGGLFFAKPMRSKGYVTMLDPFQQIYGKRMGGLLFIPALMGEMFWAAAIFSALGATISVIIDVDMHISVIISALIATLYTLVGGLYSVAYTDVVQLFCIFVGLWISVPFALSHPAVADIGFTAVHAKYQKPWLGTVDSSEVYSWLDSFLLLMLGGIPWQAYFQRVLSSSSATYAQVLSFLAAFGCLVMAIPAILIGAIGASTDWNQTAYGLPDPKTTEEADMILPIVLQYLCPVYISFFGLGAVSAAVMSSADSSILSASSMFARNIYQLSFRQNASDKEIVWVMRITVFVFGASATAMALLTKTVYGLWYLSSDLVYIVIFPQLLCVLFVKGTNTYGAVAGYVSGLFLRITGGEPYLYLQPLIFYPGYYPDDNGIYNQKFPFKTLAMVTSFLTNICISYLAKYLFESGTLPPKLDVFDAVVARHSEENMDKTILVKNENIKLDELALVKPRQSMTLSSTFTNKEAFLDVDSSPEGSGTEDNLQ
CHT allo act – CHT positive allosteric modulators, primary screen, cell-based, membrane potential dye, choline EC20; High affinity choline transporter 1 (Homo sapiens), Q9GZV3; CHT-expressing cells; hits give high values; LV-AA mutant CHT in HEK293 cells; B-score at 10 µM; 0.49% of 310,000 active; AID 488977, 2010;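 active = initial fluorescence not abnormally high and integrated response B-score, plate-corrected, over 3 SD above library mean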
Active calls of the source: *; i = inactive.

cpd	compound	CHT allo act	CHT block
1	Cc1cccc(Cn2nc(C)cc2NC(=O)CCCn2ccc([N+](=O)[O-])n2)c1	i	i
2	COC(=O)Nc1ncc(CN2CCC(c3ccccc3)CC2)s1	i	i
3	COC(=O)CC1=NN(c2nc(C)cc(C)n2)C(=O)C1	i	i
4	COc1ccc(OC)c(S(=O)(=O)N(C)CC(=O)Nc2ccc3c(c2)OCCO3)c1	i	i
5	COc1ccc(/C=C2\CCCc3c2nc2ccccc2c3C(=O)OCC(=O)c2c(N)n(C)c(=O)n(C)c2=O)cc1	i	i
6	CC(C)C(=O)Nc1ccc(Cl)cc1-c1nc2ccccc2[nH]c1=O	i	i
7	Cc1c(C(=O)Nc2c(C)n(C)n(-c3ccccc3)c2=O)oc2ccc(Cl)cc12	i	i
8	Cc1cc(NC(=O)C(=O)c2cn(C)c3ccccc23)no1	i	i
9	C/C(=N/NC(=O)CSc1nc2ccccc2n1C)c1ccc(O)cc1	i	i
10	CCN(CC(=O)Nc1ccccc1OC)C(=O)Cn1cnc2ccccc2c1=O	i	i
11	COc1ccc(CCNC(=O)COC(=O)/C=C/c2cccs2)cc1OC	i	i
12	CCC(C)[C@H](NC(=O)NC(C)C)C(=O)O (some centres undefined)	i	i
13	CCN(CC)CCOC(=O)c1ccc([N+](=O)[O-])cc1	i	i
14	COC(=O)c1ccc(S(=O)(=O)NCc2ccc(S(N)(=O)=O)cc2)n1C	i	i
15	O=C(NCCc1ccc(F)cc1)c1ccc(NS(=O)(=O)c2ccc3[nH]c(=O)[nH]c3c2)cc1	i	i
16	Clc1ccc2[nH]cc(-c3nnnn3-c3ccccc3)c2c1	i	i
17	O=C(CN1CCCCC1)Nc1nc(-c2ccc(Cl)cc2)cs1	i	i
18	Cc1nc2ccc(S(=O)(=O)NC(C(=O)NCc3ccc4c(c3)OCO4)C(C)C)cc2s1 (centres undefined)	i	i
19	COc1ccc(C(CNC(=O)c2cccc3cccnc23)N(C)C)cc1 (centres undefined)	i	i
20	CC1CN(Cc2ccccc2)c2nc3c(c(=O)n(CC(N)=O)c(=O)n3C)n2C1 (centres undefined)	i	i
21	CCOc1ccc(C(=O)N2CCc3ccccc32)cc1OCC	i	i
22	O=c1cc(CSc2ccccc2)nc(-c2ccncc2)[nH]1	i	-6.5*
23	O=C(NCc1ccccc1Cl)C1CCCN(c2nc3ccsc3c(=O)s2)C1 (centres undefined)	i	i
24	CC(C)OCCCNC(=O)[C@H]1N2C(=O)c3ccccc3C2SC1(C)C (some centres undefined)	i	i
25	O=C(CC1SC(=O)N(Cc2ccccc2)C1=O)Nc1nccs1 (centres undefined)	i	i

The last 5 entries of the section above are carried over, then new ones follow:
cpd	compound	CHT allo act	CHT block
21	CCOc1ccc(C(=O)N2CCc3ccccc32)cc1OCC	i	i
22	O=c1cc(CSc2ccccc2)nc(-c2ccncc2)[nH]1	i	-6.5*
23	O=C(NCc1ccccc1Cl)C1CCCN(c2nc3ccsc3c(=O)s2)C1 (centres undefined)	i	i
24	CC(C)OCCCNC(=O)[C@H]1N2C(=O)c3ccccc3C2SC1(C)C (some centres undefined)	i	i
25	O=C(CC1SC(=O)N(Cc2ccccc2)C1=O)Nc1nccs1 (centres undefined)	i	i
26	O=C(NNC(=S)Nc1ccccc1Cl)c1ccccc1Br	i	i
27	C/C=C/C=C/C(=O)Nc1cccc(C2=NOC3(C2)C[C@H](C(N)=O)N(C(=O)CC(c2ccccc2)c2ccccc2)C3)c1 (some centres undefined)	i	i
28	COc1ccc(/C(C)=N/NC(=O)CNC(=O)c2cccnc2)cc1	i	i
29	Cc1cc(C)c2c(CC(=O)N(CCC#N)Cc3cccnc3)coc2c1	i	i
30	COCCSc1ccccc1C(=O)N1CCN(c2ccccc2)CC1	i	i
31	COc1cc(C(=O)NCC(c2ccc(F)cc2)N2CCOCC2)ccc1OCc1ccccc1Cl (centres undefined)	i	i
32	CCC(C)c1ccccc1NC(=O)COC(=O)c1ccc(C)c(NC(=O)c2ccco2)c1 (centres undefined)	i	i
33	C/C(=N\O)c1ccc2c(c1)CC(C)O2 (centres undefined)	i	i
34	CC(=O)NNc1cc(C)nc(NS(=O)(=O)c2ccc(C)cc2)n1	i	i
35	O=[N+]([O-])c1cccc(N=NN(CCO)c2cccc([N+](=O)[O-])c2)c1	i	i
36	CCn1c(COc2cccc(C)c2)nnc1SCC(=O)NC1CCCC1	i	i
37	C[C@H]1CC[C@]2(O[C@@H](CCO)C[C@H](O)[C@H]2O)O1	i	i
38	O=C(c1ccccc1)N1N=C(c2ccccc2)CC1c1ccccc1[N+](=O)[O-] (centres undefined)	i	i
39	COc1ccc(N2CC(C(=O)OC(C)C(=O)c3ccccc3)CC2=O)cc1 (centres undefined)	i	i
40	Cc1onc(-c2ccccc2)c1C(=O)NC(=S)NNC(=O)c1ccncc1	i	i
41	Cn1c(=O)c2c(ncn2CC(=O)N/N=C/C=C/c2ccccc2)n(C)c1=O	i	i
42	COC(=O)c1sccc1NC(=S)Nc1cccc(F)c1	i	i
43	CC1=NC(C)Cc2ccccc21 (centres undefined)	i	i
44	O=C1CCC(=O)N1c1ccc(NCCc2cccc(F)c2)c([N+](=O)[O-])c1	i	i
45	COc1ccc(-c2nnc(SCC#CCO)o2)cc1OC	i	i
46	C=C(C)C(=O)Nc1cccc(C2=NOC3(C2)C[C@@H](C(N)=O)N(C(=O)/C=C/CC)C3)c1 (some centres undefined)	i	i
47	Cc1nc(SCC(=O)NC2CC2)c2c(C)c(C)sc2n1	i	i
48	Cc1cccc(NC(=O)C2CC3CCC2C3)c1C (centres undefined)	i	i
49	COc1cc(C(=O)Nc2ccc(Nc3ccccc3)cc2)cc(OC)c1OC	i	i
50	COC(=O)CCC(=O)NNC(=O)c1ccc(Cl)cc1Cl	i	i

Record cards, from the list above. Order of screens: CHT allo act	CHT block
C[C@H]1CC[C@]2(O[C@@H](CCO)C[C@H](O)[C@H]2O)O1 is entered as i	i
COc1ccc(N2CC(C(=O)OC(C)C(=O)c3ccccc3)CC2=O)cc1 (centres undefined) is entered as i	i

The results go on:
cpd	compound	CHT allo act	CHT block
51	CN(C)CCCn1c(N)c(S(=O)(=O)c2ccccc2)c2nc3ccccc3nc21	i	i
52	Cc1c(NC(=O)COc2cccc3c2OC(C)(C)C3)c(=O)n(-c2ccccc2)n1C	i	i
53	COc1ccc(OC)c(NC(=O)C(=S)NC2CCCCC2)c1	i	i
54	O=C(CCc1ccccc1)OCC(=O)c1ccc([N+](=O)[O-])cc1	i	i
55	CC12CCC(=O)C=C1CCC1C2C(=O)CC2(C)C1CCC2(O)C(=O)CO (centres undefined)	i	i
56	Cc1ccccc1-n1c(SCC(=O)N2CCCCC2)nc(O)cc1=O	i	i
57	COC(=O)c1ccc(COC(=O)c2ccc(N(C)C)cc2)cc1	i	i
58	CCOC(=O)c1cc(NC(=O)N2CCCCC2)c(C)nc1C	i	i
59	CCC1Oc2ccc(C)cc2N(CC(=O)N2CCOCC2)C1=O (centres undefined)	i	i
60	C=CCNc1nc(-c2ccccc2)c(C(=O)OCC)cc1C#N	i	i
61	Cc1ccc(-c2n[nH]c(=O)c3ccccc23)cc1S(=O)(=O)NCCO	i	i
62	Cc1ccc(Nc2c(-c3ccccc3O)nc3ncccn23)cc1	i	i
63	CCOc1ccc(NC(=O)Nc2c(C)n(C)n(-c3ccccc3)c2=O)cc1	i	i
64	CNC(=O)/C(C#N)=C/c1c(N2CCCCCC2)nc2ccccn2c1=O	6.4*	i
65	Cc1cc(N/C=C\C(=O)c2ccc(Cl)c(Cl)c2)no1	i	i
66	COc1cc2cc(CN(CCc3cccc(C)c3)C(=S)NCCCN(C)C)c(=O)[nH]c2cc1OC	i	i
67	Brc1ccc(-c2nc3ccccc3s2)s1	i	i
68	Cc1c(C(=O)N2CCc3ccccc32)oc2ccccc12	i	i
69	Cc1nn2c(-c3ccc(F)cc3)ccnc2c1Cl	i	i
70	COc1cccc(CN2CC(C(=O)NC3(c4ccccc4)CC3)CCC2=O)c1 (centres undefined)	i	i
71	CCC(C)c1ccccc1NC(=S)Nc1cccnc1 (centres undefined)	i	i
72	CCOC(=O)c1cc(NC(=O)Nc2nc3ccccc3s2)c(C)nc1C	i	i
73	COc1ccc(/C=C/C(=O)N(C(C)C)C(C)C)cc1Br	i	i
74	C[N+](C)(C)CCOC(N)=O	i	i
75	COc1ccc(CCNC(=O)c2ccc(=O)[nH]c2)cc1OC	i	i

Sorted by heavy-atom count (smallest number first): three of the compounds above
cpd	compound	CHT allo act	CHT block
73	COc1ccc(/C=C/C(=O)N(C(C)C)C(C)C)cc1Br	i	i
59	CCC1Oc2ccc(C)cc2N(CC(=O)N2CCOCC2)C1=O (centres undefined)	i	i
52	Cc1c(NC(=O)COc2cccc3c2OC(C)(C)C3)c(=O)n(-c2ccccc2)n1C	i	i

Next compounds follow.
cpd	compound	CHT allo act	CHT block
76	CC(C)C(=O)Nc1nnc(CCc2ccccc2)s1	i	i
77	Cc1ccc(C)c(Nc2ccc3nonc3c2[N+](=O)[O-])c1	i	i
78	Cc1cc(C)n(-c2nc(C)nc(N)n2)n1	i	i
79	CN(C(=O)c1cnc2n(c1=O)CCS2)C1CCCCC1	i	i
80	COc1cc(OC)cc(C(=O)Nn2cc(C(=O)N3CCN(C)CC3)c3ccccc3c2=O)c1	i	i
81	CSc1sc(C(=O)N2CCCCC2)c(-c2cccs2)c1C#N	i	i
82	CC(Oc1ccc(Cl)cc1Cl)c1nc(-c2ccccn2)no1 (centres undefined)	i	i
83	COc1cccc(C(=O)Nc2ccccc2N2CCCC2)c1	i	i
84	COc1ccc(OC)c(/C=C2\SC(=S)N(NS(=O)(=O)c3ccccc3)C2=O)c1	i	-6.3*
85	CC12C(=O)N(c3ccc(OC(=O)c4ccco4)cc3)C(=O)C1C1c3ccccc3C2c2ccccc21 (centres undefined)	i	i
86	COC(=O)c1cc(S(=O)(=O)Nc2cc(OC)cc(OC)c2)cn1C	i	i
87	COC(=O)N/N=C1\CCCc2c(C)cc(C)cc21	i	i
88	COC(=O)c1cc(-c2ccc(OC)cc2)n[nH]1	i	i
89	COc1cccc(/C=N/Nc2nc(Nc3ccccc3)nc(-n3nc(C)cc3C)n2)c1O	i	i
90	Cc1[nH]c2ccccc2c(=O)c1C(=O)/C=C/c1ccccc1	i	i
91	CC(=O)N1CCOc2ccc(S(=O)(=O)NCCc3ccccc3)cc21	i	i
92	C=CCn1c(C)cc(C(=O)CSc2nc3ccccc3c(=O)[nH]2)c1C	i	i
93	CC(C)(C)c1ccc(OCC(=O)O)cc1	i	i
94	COc1ccc(CCNC(=O)C2CC(=O)N(C3CCCC3)C2)cc1OC (centres undefined)	i	i
95	Cc1ccc2nc(N3CCN(c4ccccc4)CC3)c(C=O)c(=O)n2c1	i	i
96	CN(C)C(CNC(=O)c1ccc2ccccc2c1)c1ccco1 (centres undefined)	i	i
97	COc1cccc(N=Nc2c(=O)[nH]n3c(=O)c4c([nH]c23)CCC4)c1	i	i
98	O=C(/C=C/Sc1ccc(C(F)(F)F)cn1)c1ccccc1	i	i
99	O=C(CSc1ccc(-c2cccs2)nn1)NCCc1ccccc1	i	i
100	COc1ccc(S(=O)(=O)N2CCC(Nc3ccccc3Cl)CC2)cc1	i	i

Other results:
cpd	compound	CHT allo act	CHT block
101	Cc1cc(F)c(F)c(C(=O)N2CCOCC2)c1	i	i
102	O=c1oc2ccccc2c(N2CCCC2)c1CN1CCCC1	i	i
103	Cc1occc1C(=O)N/N=C/c1ccc(-c2cccc([N+](=O)[O-])c2)o1	i	i
104	COc1ccccc1NC(=O)N(Cc1ccco1)Cc1cc2cccc(C)c2[nH]c1=O	i	i
105	C/C(=N\Nc1ccccn1)c1ccc(N2CCOCC2)cc1	i	i
106	CCC(C)Sc1ccc([C@H]2N[C@@](Cc3ccccc3)(C(=O)OC)[C@H]3C(=O)N(C)C(=O)[C@@H]23)cc1 (some centres undefined)	i	i
107	Cc1ccccc1OCC(=O)N1CCN(C(=O)COc2ccccc2C)CC1	i	i
108	O=C(CN1C(=O)NC2(CCCC2)C1=O)OCCOc1cccc(Cl)c1	i	i
109	c1cnc(SCCOc2ccc3c(c2)CCC3)nc1	i	i
110	Cc1[nH]c2ccccc2c1C(=O)C(=O)NCc1cccs1	i	i
111	Cc1cc(C)cc(-n2nc(C)cc2N)c1	i	i
112	Oc1ccc(C=Nc2ccccc2-c2nc3ccccc3[nH]2)cc1	i	i
113	CCCOC(=O)CN1C(=O)c2ccc(C(=O)OCCC)cc2C1=O	i	i
114	Cc1cc(-c2c(C)[nH]n(-c3ccccc3)c2=O)n[nH]1	i	i
115	CC(C)NC(=O)C1(O)c2ccccc2NC(=O)N1c1ccc(Cl)c(Cl)c1 (centres undefined)	i	i
116	CCS(=O)(=O)N1CCC(C(=O)NCCCN2CCN(c3ccccc3F)CC2)CC1	i	i
117	COc1ccccc1C(c1nnnn1C(C)(C)C)N1CCCc2ccccc21 (centres undefined)	i	i
118	O=C(Cn1cc(C(F)(F)F)cc(Cl)c1=O)NCc1ccccc1	i	i
119	O=C(CN(Cc1ccco1)C(=O)c1cc(=O)[nH]c2ccccc12)Nc1ccccc1C(F)(F)F	i	i
120	CCn1ncc(CN2CCCC(CNC(=O)c3ccc(F)cc3)C2)c1C (centres undefined)	i	i
121	O=c1c2ccccc2sc2ccc(NCCCN3CCOCC3)cc12	i	i
122	COc1ccc(-c2noc(CCCC(=O)NC3CCCCC3)n2)cc1OC	i	i
123	Cc1ccc(NC(=O)CS(=O)CC(=O)N(C(C)C(=O)NC2CCCCC2)C(C)(C)C)cc1 (centres undefined)	i	i
124	CC(C)n1nc(C(=O)Nc2nnc(C3CC3)s2)c2ccccc2c1=O	i	i
125	CC(=O)Nc1ccc(N/C=C/C(=O)C(C)(C)C)cc1	i	i
126	CCn1cc(Br)c(-c2nc3ccccc3c(=O)n2N)n1	i	i
127	COc1ccc(C(=O)N/N=C/c2ccccc2C(=O)O)cc1OC	i	i
